PPC-1+TRAIL kill = compounds killing PPC-1 cancer cells with TRAIL present, primary screen, TRAIL potentiator project, ATPLite luminescence, uHTS. 220,000 compounds, 0.41% hits. cell killing (% activity), % at 4 µM. PPC-1 cells + TRAIL, ATPLite viability luminescence. AID 1443, 2008;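 active = cell killing above 50% in the first pass at 4 µM, then a duplicate retest at 5 µM averaging 50% or more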;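 note: plate controls were cells with TRAIL plus DMSO for no effect and medium-only wells lacking cells for full effect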
BaF3 parental = parental Ba/F3 cell viability inhibition, counter-screen for JAK2V617F inhibitor project, murine pro-B, CellTiter-Glo luminescence | 220,000 compounds, 1.1% hits | inhibition, % at 5.6 µM | CellTiter-Glo ATP luminescence;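 active = inhibition above a per-campaign cutoff, the mean inhibition of all tested compounds plus 3 SD, cut at about 27% in these data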;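 note: 0% = DMSO wells and 100% = JAK Inhibitor I control wells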
EP2 antag = human EP2 receptor antagonists, primary screen, TR-FRET cAMP, C6 glioma cells; C6 glioma cells expressing human EP2; cells stimulated with saturating PGE2; inhibition, % at 25 µM; 260,000 compounds, 0.52% hits; AID 1422, 2008;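 active = percent inhibition above 40 after rounding to a whole number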;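 note: rat C6 glioma host cells with rolipram phosphodiesterase inhibitor present; the protocol text gives 20 µM as final concentration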
Target sequence (P43116 whole entry, looked up): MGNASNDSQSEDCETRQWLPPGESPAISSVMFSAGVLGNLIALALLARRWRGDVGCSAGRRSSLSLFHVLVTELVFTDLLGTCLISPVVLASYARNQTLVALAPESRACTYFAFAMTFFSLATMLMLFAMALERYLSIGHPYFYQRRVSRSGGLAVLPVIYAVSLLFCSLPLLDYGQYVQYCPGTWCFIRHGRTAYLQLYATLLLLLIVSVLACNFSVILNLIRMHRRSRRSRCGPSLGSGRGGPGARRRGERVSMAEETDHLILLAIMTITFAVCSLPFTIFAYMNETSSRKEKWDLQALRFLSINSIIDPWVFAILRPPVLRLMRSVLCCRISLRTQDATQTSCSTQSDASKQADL
p97 inhibitor = inhibitors of human p97 ATPase, primary screen, biochemical. inhibition, % at 8 µM. recombinant p97 ATPase, Kinase-Glo ATP luminescence, 3 h. 220,000 compounds, 0.42% hits; in the data active = inhibition above about 15%;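 note: 0% = DMSO vehicle and 100% = wells lacking enzyme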
p47phox inh = p47phox/p22phox peptide binding inhibitors, primary screen, biochemical, uHTS, NADPH oxidase regulatory subunit; Neutrophil cytosol factor 1 (Homo sapiens), P14598; fluorescence polarization, 2 h; inhibition, % at 24.7 µM; 220,000 compounds, 0.53% hits;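 active = inhibition above about 30%, limit read from the data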;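 note: 0% = p47phox with labelled peptide and 100% = labelled peptide alone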
RBBP9 inhibitor = human RBBP9 inhibitors, primary screen, biochemical, fluorescence polarization, FP-Rh probe, HTS | AID 1515, 2009 | recombinant RBBP9 | inhibition, % at 7.94 µM | 220,000 compounds, 0.2% hits | Serine hydrolase RBBP9 (Homo sapiens), O75884;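 active = inhibition above the campaign mean of all tested compounds plus 3 SD, cut at about 14% in these data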;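 note: plate controls were DMSO wells with RBBP9 for no effect and wells lacking RBBP9 protein for full effect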
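System: RBBP9 protein / Buffer or medium: Tris/NaCl buffer pH 8.0 with 0.1% Pluronic / Probe or stimulus: Serine-hydrolase probe FP-Rh, 375 nM pre-mixing / Dosing: 7.94 µM single dose, 0.794% DMSO / Times: enzyme-compound preincubation 30 min, then probe labeling 45 min, 25 °C / Technique: fluorescence polarization (mP), excitation 525 nm, emission 598 nm / Replication: singlicate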
Ba/F3 V617F tox = reduced viability of JAK2V617F-dependent Ba/F3 cells, primary screen, JAK2V617F inhibitor project, cell-based, Ba/F3 EpoR-JAK2V617F, luminescence. 220,000 compounds, 1.1% hits. ATP luminescence. inhibition, % at 5.6 µM;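 active = inhibition above the campaign mean plus 3 SD over all tested compounds, cut at about 24% in these data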;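 note: cytokine-independent growth of Ba/F3 cells driven by EpoR plus mutant JAK2; 0% = DMSO-treated cells and 100% = JAK inhibitor I control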
Tb hexokinase = Trypanosoma brucei hexokinase 1 inhibitors, primary screen, biochemical, G6PDH-coupled NADH absorbance, MLSCN library | recombinant TbHK1, G6PDH-coupled NADH A340 | 220,000 compounds, 0.11% hits | hexokinase 1 [Trypanosoma brucei] | inhibition, % at 10 µM;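 active = inhibition of 50% or more in the single-dose primary screen; inactive = inhibition below 50%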
Furin inhibitor = human furin inhibitors, primary screen, biochemical, fluorescence intensity; P09958; purified furin, fluorogenic substrate cleavage; inhibition, % at 30 µM; 220,000 compounds, 0.061% hits; in the data active = inhibition above about 25%; note: inactives centre near -15
Target sequence (P09958 108-714 limits assumed): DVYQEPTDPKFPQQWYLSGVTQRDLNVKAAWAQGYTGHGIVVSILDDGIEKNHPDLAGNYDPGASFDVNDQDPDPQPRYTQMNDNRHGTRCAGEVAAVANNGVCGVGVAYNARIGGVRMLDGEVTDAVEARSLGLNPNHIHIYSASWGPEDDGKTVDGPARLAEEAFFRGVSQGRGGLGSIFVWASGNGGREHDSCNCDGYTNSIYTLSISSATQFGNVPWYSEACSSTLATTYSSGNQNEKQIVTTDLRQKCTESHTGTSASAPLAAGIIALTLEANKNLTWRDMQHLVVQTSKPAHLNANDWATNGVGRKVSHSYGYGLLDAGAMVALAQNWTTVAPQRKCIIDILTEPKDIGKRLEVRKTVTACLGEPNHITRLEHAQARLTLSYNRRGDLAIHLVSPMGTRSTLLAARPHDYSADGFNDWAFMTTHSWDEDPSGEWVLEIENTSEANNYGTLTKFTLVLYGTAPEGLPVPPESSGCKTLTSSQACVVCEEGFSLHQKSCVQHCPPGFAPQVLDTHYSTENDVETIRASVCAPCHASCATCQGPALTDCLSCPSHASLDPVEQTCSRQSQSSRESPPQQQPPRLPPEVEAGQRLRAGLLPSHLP
The depositor's hits bear a star; . = no result given; + = active, no number; [ ] = remark or other dose.

Below each compound – PPC-1+TRAIL kill	BaF3 parental	EP2 antag	p97 inhibitor	p47phox inh	RBBP9 inhibitor	Ba/F3 V617F tox	Tb hexokinase	Furin inhibitor
- CS(=O)(=O)c1ccc(Cl)c(NC(=O)COC(=O)CNC(=O)c2ccc(Br)o2)c1
 : 6	3	.	-6	-7	-10	3	3	-12
- O=C(CSc1nnc2c(Cl)cc(Cl)cn12)N1CCOCC1
 : 8	1	7	2	-5	-6	-4	-5	-12[20 µM]
- COc1ccc(C2C(C(=O)Nc3cccnc3)=C(C)Nc3nc(-c4cccs4)nn32)cc1OC (stereo unspecified)
 : 10	1	12	-2	7	-5	0	-3	-8
- CCCCOc1ccc(C(=O)NCC2(c3ccc(OC)cc3)CCOCC2)cc1
 : 8	4	9	1	-6	-6	-2	7	-8
- CC1CC(C)CN(C(=O)c2ccc3c(=O)n(Cc4ccc5c(c4)OCO5)c(=S)[nH]c3c2)C1 (stereo unspecified)
 : -1	1	3	8	-13	1	-3	-8	-35[20 µM]
- CCc1ccc(NC(=O)COC(=O)c2ccc(Cl)c(S(=O)(=O)N3CCCCCC3)c2)cc1
 : -6	3	17	-4	-8	-28	1	23	-10
- C/C(=N\NS(=O)(=O)c1ccccc1)c1cccc(NC(=O)c2cccc(Cl)c2)c1
 : -1	9	2	-4	-15	-5	4	4	-7
- CCCCc1cc(=O)oc2cc(OCC(=O)N(CC)CC)c(Cl)cc12
 : 14	3	16	-5	-12	-12	2	-13	-18
- O=C1NC[C@H](c2ccccc2)N(CCc2cccc(F)c2)C1=O
 : -6	.	21	.	-13	.	.	-12	-27
- Cc1ccc2c(C(=O)CNc3nncs3)c(C)[nH]c2c1
 : 7	1	19	7	-19	-5	-6	-21	-21
- CCC(=O)Nc1sc2c(c1C(N)=O)CCC2
 : 18	0	6	3	4	5	-3	-13	-19
- Cc1ccc(-c2c[n+](CC(=O)Nc3ccccc3)c3n2CCC3)cc1
 : 4	0	12	6	-11	5	-5	-8	-12
- Clc1ccc(C(c2nnnn2C2CCCC2)N2CCN(c3nc4ccccc4s3)CC2)cc1 (stereo unspecified)
 : .	1	14	2	.	-4	-4	-16	-20[20 µM]
- Oc1cc2c(cc1CN1CCN(c3cccc(C(F)(F)F)c3)CC1)CCC2
 : 2	0	11	-1	6	3	-3	15	-47[20 µM]
- Cc1ccc(NC(=O)c2csnn2)c(C)c1
 : 22	1	2	1	-1	-2	1	-2	-4[20 µM]
- CCC(=O)NCCCCNC(=O)CC
 : -6	3	8	2	-14	-4	-4	1	-18[20 µM]
- CC(=O)C1C(=O)c2c(cccc2[N+](=O)[O-])C1=Nc1ccccc1C (stereo unspecified)
 : 19	-1	.	-1	-8	1	-1	-22	2[20 µM]
- Cc1[nH]c2ccccc2c(=O)c1SC(F)(F)C(F)C(F)(F)F (stereo unspecified)
 : 4	-1	5	-1	-17	-11	-1	-2	-22[20 µM]
- CCOC(=O)CN1CC23C=CC(O2)C(C(=O)Nc2ccc(OCC)cc2)C3C1=O (stereo unspecified)
 : 4	-2	13	1	6	-6	-3	-2	-21
- O=S(=O)(Nc1ccccc1Cl)c1ccc(F)cc1
 : 9	2	2	1	-9	0	-3	-3	-14[20 µM]

2 of the compounds above, in markdown:
| structure | PPC-1+TRAIL kill | BaF3 parental | EP2 antag | p97 inhibitor | p47phox inh | RBBP9 inhibitor | Ba/F3 V617F tox | Tb hexokinase | Furin inhibitor |
| --- | --- | --- | --- | --- | --- | --- | --- | --- | --- |
| Clc1ccc(C(c2nnnn2C2CCCC2)N2CCN(c3nc4ccccc4s3)CC2)cc1 (stereo unspecified) | . | 1 | 14 | 2 | . | -4 | -4 | -16 | -20[20 µM] |
| Oc1cc2c(cc1CN1CCN(c3cccc(C(F)(F)F)c3)CC1)CCC2 | 2 | 0 | 11 | -1 | 6 | 3 | -3 | 15 | -47[20 µM] |

Further results follow:
Below each compound – PPC-1+TRAIL kill	BaF3 parental	EP2 antag	p97 inhibitor	p47phox inh	RBBP9 inhibitor	Ba/F3 V617F tox	Tb hexokinase	Furin inhibitor
- CCn1c(=S)sc2nc(C)sc21
 : .	0	2	-1	.	-6	-3	-36	-8[20 µM]
- COc1ccc(CCNC(=O)/C(=C/c2cccnc2)NC(=O)c2ccccc2)cc1
 : 12	3	7	-5	-25	-2	2	13	-18
- CCCc1cc(=O)[nH]c(SCc2ccc(Cl)cc2)n1
 : 26	7	4	0	-8	0	-3	-7	-21[20 µM]
- Cc1cc(C)c(-c2cc(NC(=O)CSc3nncn3C)n(-c3ccccc3)n2)cc1C
 : 17	1	10	0	2	1	-4	-8	-19
- CN(C)/C=C/C(=O)c1cnc(-c2ccccc2)s1
 : 7	0	6	3	-5	-11	-4	-19	-18
- CCOc1ccc(C2CC(c3ccccc3C)n3nc(N)nc3N2)cc1 (stereo unspecified)
 : 16	4	5	2	-14	-3	0	-7	-10
- CNCCCCOc1ccccc1-c1ccccc1
 : 33	5	6	12	-12	6	-2	3	-18
- C=CCc1cc(/C=C2/NC(=O)N(CC(=O)OC)C2=O)cc(OC)c1O
 : -6	4	5	-1	-3	-7	2	-18	4
- COc1ccc(-c2c(C)sc(NC(=O)c3ccnn3C)c2C#N)cc1
 : 11	5	8	1	-4	-4	-3	-13	-22
- O=C(Cc1ccc(Cl)cc1Cl)Nc1ccc(OC(F)F)c(Cl)c1
 : -14	-1	9	-1	-11	-18	-3	21	-18
- Cc1ccc(N2CCN(/N=C/c3cccs3)CC2)cc1
 : -10	3	9	-1	-18	-1	2	1	-12[20 µM]
- Cc1cc(C)n(-c2nc3c(c(=O)n(Cc4ccc(Cl)c(Cl)c4)c(=O)n3C)n2C)n1
 : .	5	.	2	.	-6	-1	1	-15[20 µM]
- CC(C)[C@H](NC(N)=O)C(=O)Nc1ccc2c(c1)CCC2
 : -2	4	11	6	-13	-1	1	-3	1[20 µM]
- COc1ccccc1N1CCN(S(=O)(=O)CC23CCC(CC2=O)C3(C)C)CC1 (stereo unspecified)
 : 17	8	13	1	-13	0	0	-2	-10[20 µM]
- CCN(CC(=O)NC1CCS(=O)(=O)C1)c1nc(-c2ccccc2)nc2ccccc12 (stereo unspecified)
 : 19	3	11	6	-5	2	-3	-10	-1
- CCOc1ccc(-n2ccnc2SCC(=O)Nc2cc(C)on2)cc1
 : 1	5	14	1	-3	-2	-2	0	-24
- Cn1cc(C=C2C(=O)OC3(CCCCC3)OC2=O)c2ccccc21
 : 11	3	4	10	-5	-4	-6	-4	-16
- CCn1nc(C)cc1C(=O)N1CCc2c([nH]c3ccccc23)C1c1cc(F)ccc1F (stereo unspecified)
 : 14	0	6	2	.	2	0	-10	-22
- C#CC(C)(C)NC(=O)c1ccc(-c2ccccc2F)cc1
 : 12	4	2	6	3	-2	-1	-3	-26
- CCCCOc1ccc(-c2nnc(-c3cc[n+](C)cc3)o2)cc1
 : -13	0	11	7	2	-3	-4	-13	-21
- Cc1cccc(C)c1NC(=O)CSc1ncnc2nc[nH]c12
 : 19	10	11	-3	-5	-4	6	-1	-15[20 µM]
- Cc1nc(-c2cc(C#N)c(=O)[nH]c2C)cs1
 : 8	-3	13	-1	-2	-6	-2	-33	-16
- Cc1ccc2cc(C#N)c(SCC(=O)NCC3CCCO3)nc2c1 (stereo unspecified)
 : 11	3	18	-5	-8	-10	1	-7	-17
- CCOC(=O)c1sc(NC(=O)COC(=O)C(CCSC)NC(C)=O)nc1C (stereo unspecified)
 : -24	5	8	-7	-21	-4	4	11	-19
- CCOC(=O)NC(Nc1ncccn1)(C(F)(F)F)C(F)(F)F
 : 5	2	14	0	-2	-7	0	5	-15
- CCOC(=O)c1cnc2ccccc2c1NCCc1ccc(OC)c(OC)c1
 : 11	3	8	-6	-15	-1	4	-13	2
- O=C(COc1ccc(Cl)cc1)Nc1nc(-c2ccc(S(=O)(=O)N3CCOCC3)cc2)cs1
 : 22	2	2	3	-69	-13	-2	-7	-19[20 µM]
- CCCn1nc(NC(=O)C2CCCO2)c2cc3ccc(C)cc3nc21 (stereo unspecified)
 : -4	-6	6	-1	-17	5	1	-18	-6
- O=C(CSC1=NNC(c2ccccn2)S1)Nc1ccccc1 (stereo unspecified)
 : 8	-1	3	4	-12	-6	2	-15	-18
- N#CC(c1ccccn1)c1ncc(C(F)(F)F)cc1Cl (stereo unspecified)
 : 6	-1	6	1	-19	-1	-2	2	-14
- Cc1cc(NC(=O)CSc2ccc(-c3cccc([N+](=O)[O-])c3)nn2)no1
 : -6	5	4	1	-4	-5	2	0	-22
- CCOC(=O)CCCCC(=O)NC(CO)C(=O)NC (stereo unspecified)
 : 11	2	15	1	-2	-3	-2	-2	-20[20 µM]
- Cc1ccc(S(=O)(=O)N2CCCN(S(=O)(=O)c3ccc(C)c(C)c3)CC2)cc1C
 : 7	7	.	-5	-2	-2	3	3	-1[20 µM]
- CCOP(=O)(OCC)/C(=N/OC(=O)c1ccccc1C)C(N)=O
 : 25	5	9	5	-7	-4	-1	-8	-21
- CNC(=S)NNC(=O)CNc1ccc(C)c(Cl)c1
 : 0	6	4	1	+	-6	2	-3	-42
- CC12CCC(=O)N1C(C(=O)OCC(=O)Nc1cccc(Br)c1)CS2 (stereo unspecified)
 : 28	7	8	2	5	-5	1	-5	-18
- CCCSc1nc(C)c2cc(C)cc(C)c2n1
 : 24	6	10	0	-4	-6	2	-3	-5[20 µM]
- CCC(=O)N(CCC(c1ccco1)c1ccccc1OC)Cc1cccs1 (stereo unspecified)
 : 13	5	7	-5	-19	-11	0	14	-5[20 µM]
- CCN(CC)c1ccc(S(=O)(=O)Nc2cc(Cl)ccc2Cl)cc1NC(=S)NC(=O)C1CCCC1
 : 4	3	6	-8	-5	-28	4	32	3
- COC(=O)c1cc(OC)c(OC)cc1NC(=O)Nc1ccccc1OC
 : -11	-3	2	3	-3	-4	-2	-10	-29
- COC(=O)[C@@H](NC(=O)Nc1ccc(S(N)(=O)=O)cc1)C(C)C
 : 26	4	5	8	-9	1	-2	-2	-15

Screens deposited in PubChem by several laboratories.

This is a subset; the hit share may differ from the screen's.
